High-throughput results: PubChem BioAssay, National Center for Advancing Translational Sciences (NCATS)
LDHA block – blocks human lactate dehydrogenase A. purified LDHA, NADH/diaphorase-resazurin fluorescence; active compounds read low. AID 1347041. hit rate 0.15% among 480,000. P00338. activity change, % (values are at about 110 or 230 µM); in the data active = activity change below about -30%;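 note: plate controls were DMSO wells for no effect and wells without enzyme for full effect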
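Remaining NADH was detected by diaphorase (0.133 mg/mL) converting 37 µM resazurin to fluorescent resorufin, read at 0 and 20 minutes. The preceding 5-minute room-temperature reaction used 2 nM LDHA, 0.2 mM sodium pyruvate and 0.06 mM NADH at pH 7.4.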
D1 agonist – human D1 receptor agonism | activation, % at 2 µM | hit rate 1% among 360,000 | P21728 | AID 504660 | HEK293 T-REx D1 cells, calcium flux, agonist mode; in the data active = activation above about 30%; note: 0% is about no effect
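Inducible HEK293 T-REx D1 cells, force-coupled to calcium signalling, were plated at 4000 cells/well with tetracycline and held overnight at 30 C. After no-wash calcium dye loading, compound-evoked calcium rise over 180 s flagged agonists.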
GRP78 ERSR act – induces the endoplasmic reticulum stress response in human glioma cells; U87-MG GRP78 promoter luciferase reporter, 16 h; Potency, µM, for the others: top-dose activation, actives largely listed as activators; AID 602332; hit rate 0.02% among 420,000; note: potency is the fitted concentration of half-maximal effect; series mostly up to about 76 µM; % of control where 0% means no effect; nearly all actives have a fitted effect of over 35% in size
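Stably transfected U87-MG human glioma cells carrying a GRP78-based luminescent sensor were seeded at 1000 cells/well, pin-dosed with compounds and incubated 16 h. Luciferase reagent was then added, and end-point luminescence was read after 10 min at room temperature.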
D1 antag – antagonists of human D1 dopamine receptor | P21728 | activity change, negative = inhibition, % at 10 µM | HEK293 TREx D1 cells, calcium flux, dopamine EC80; active compounds read low | hit rate 3.2% among 360,000; in the data active = activity change below about -30%; note: % is set by controls: 0 for no effect and ±100 for the full control effect
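Allosteric or orthosteric antagonism assessed as attenuation of the calcium response to EC80 dopamine, added 180 s after compound, in induced HEK293 Trex D1 cells loaded with no-wash calcium dye.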
Vif-A3G inh – Vif-A3G binding inhibition. Q9HC16. hit rate 0.076% among 410,000. Potency, µM (series often up to 46.1 µM), for the others: at the top dose activity, negative = active, actives largely listed as inhibitors. HeLa A3G-eYFP + Vif (tagged APOBEC3G with the HIV-1 protein that degrades it), YFP fluorescence, overnight;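 note: potency is the fitted concentration of half-maximal effect; % is set by controls: 0 for no effect and ±100 for the full control effect; nearly all actives have a fitted effect of over 60% in size; hits raise eYFP signal because A3G escapes Vif-driven loss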
Target sequence (Q9HC16 whole entry, looked up): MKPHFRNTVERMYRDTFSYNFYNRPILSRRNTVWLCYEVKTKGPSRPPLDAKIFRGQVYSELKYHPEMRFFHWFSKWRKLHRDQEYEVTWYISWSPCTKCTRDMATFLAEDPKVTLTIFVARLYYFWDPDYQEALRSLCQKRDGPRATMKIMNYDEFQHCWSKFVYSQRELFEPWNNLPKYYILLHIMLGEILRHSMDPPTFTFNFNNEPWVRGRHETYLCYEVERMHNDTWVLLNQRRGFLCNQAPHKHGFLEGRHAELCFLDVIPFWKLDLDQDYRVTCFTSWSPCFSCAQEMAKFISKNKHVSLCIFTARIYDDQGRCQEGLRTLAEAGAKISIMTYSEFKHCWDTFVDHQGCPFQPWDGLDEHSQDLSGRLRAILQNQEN
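Read-out is eYFP fluorescence (Ex 488/Em 500-530) from Vif-expressing HeLa A3G-eYFP cells; more signal means A3G escaped Vif-mediated degradation. Cells plated overnight, compound pinned in, incubated overnight at 37 deg C.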
D1 PAM – potentiators of human D1 dopamine receptor | P21728 | HEK293 TREx D1 cells, calcium flux, dopamine EC20 potentiation | hit rate 0.036% among 360,000 | potentiation, % at 10 µM; in the data active = potentiation above about 30%; note: 0% is about no effect
RXFP1 agonist – RXFP1 (human) receptor agonism; Q9HBX9; HEK293T-RXFP1 cAMP TR-FRET, 30 min; response scale: percent of porcine relaxin response, buffer zero; Potency, µM (doses to about 57.5 µM), for the others: at the top dose activation, hits mostly activators; hit rate 0.3% among 370,000; AID 2676; note: potency is the fitted concentration of half-maximal effect; % is set by controls: 0 for no effect and ±100 for the full control effect; nearly all actives have a fitted effect of over 60% in size; many of its hits are not listed in these tables
Target sequence (Q9HBX9 whole entry, looked up): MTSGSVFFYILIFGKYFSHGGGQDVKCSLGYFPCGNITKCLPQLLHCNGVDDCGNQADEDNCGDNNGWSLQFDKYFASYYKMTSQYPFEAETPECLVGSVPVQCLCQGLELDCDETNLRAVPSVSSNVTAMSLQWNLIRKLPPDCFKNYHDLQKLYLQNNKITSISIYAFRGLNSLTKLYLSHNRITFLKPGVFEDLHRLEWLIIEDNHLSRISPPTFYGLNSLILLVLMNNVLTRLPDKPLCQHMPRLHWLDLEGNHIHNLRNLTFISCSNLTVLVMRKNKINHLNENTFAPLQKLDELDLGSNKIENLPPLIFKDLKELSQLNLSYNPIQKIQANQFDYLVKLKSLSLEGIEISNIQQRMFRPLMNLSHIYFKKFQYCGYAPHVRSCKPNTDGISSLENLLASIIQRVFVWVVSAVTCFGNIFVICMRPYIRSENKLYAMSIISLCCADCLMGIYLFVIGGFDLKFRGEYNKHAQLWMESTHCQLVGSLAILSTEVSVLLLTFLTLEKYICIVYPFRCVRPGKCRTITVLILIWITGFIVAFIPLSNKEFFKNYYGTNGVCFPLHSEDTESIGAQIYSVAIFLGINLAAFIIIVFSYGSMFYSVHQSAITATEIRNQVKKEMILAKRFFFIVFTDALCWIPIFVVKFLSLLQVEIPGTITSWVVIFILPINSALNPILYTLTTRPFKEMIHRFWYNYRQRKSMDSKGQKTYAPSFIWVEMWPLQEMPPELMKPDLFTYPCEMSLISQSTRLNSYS
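cAMP rise read by TR-FRET after 30 min, 37C compound exposure (up to 58 uM) in RXFP1-transfected HEK293 cells with Ro 20174 present. EC50 from Hill-equation fits, with 29 nM porcine relaxin as 100% and buffer as basal.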
Vif-A3F inh – Vif-A3F binding inhibition. HeLa A3F-eYFP + Vif (tagged APOBEC3F with the HIV-1 protein that degrades it), YFP fluorescence increase. Potency, µM (doses to about 46.1 µM), for inactives: at the highest dose activity, negative = active. hit rate 0.2% among 390,000. AID 602313; note: potency is the fitted concentration of half-maximal effect; % of control where 0% means no effect; nearly all actives have a fitted effect of over 65% in size
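HeLa cells stably expressing A3F-eYFP plus Vif, plated and incubated overnight at 37 deg C, then exposed to compounds overnight at 37 deg C. Blocked degradation read as raised yellow fluorescence (Ex 488/Em 500-530).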
D2 potentiator – D2 dopamine receptor (human) potentiation | P14416 | HEK293 T-REx D2, calcium flux, EC20 dopamine potentiation | potentiation, % at 10 µM | hit rate 0.34% among 340,000 | AID 485347;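 active = potentiation over 3 SD above the plate norm, cut at about 30% in these data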; note: 0% is about no effect
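Cells plated with tetracycline inducer and held overnight at 30 C; calcium dye loaded 30–90 min at room temperature; baseline taken, compound added and read 180 s; EC20 dopamine then added and read 180 s.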
Starred values were filed as active, the others as inactive; / = not tested or not shown; & = joins results of further samples. Unless noted, calls come from the whole dose curve; as a rule, active = well fitted curve in the direction sought with a large enough effect; inconclusive = small, poorly fitted or top-dose-only effect, or another doubt; inactive = no such curve, though single readings can be large; an effect the other way counts as inactive or inconclusive. An excerpt (hit frequency here may not be typical).

The first 2 entries (preview)
SMILES	LDHA block	D1 agonist	GRP78 ERSR act	D1 antag	Vif-A3G inh	D1 PAM	RXFP1 agonist	Vif-A3F inh	D2 potentiator
O=C(CSC1=NCCS1)Nc1ccc(S(=O)(=O)N2CCCCCC2)cc1	-8	14	3%	-25	0%	-14	0.0%	-3%	-4
COc1ccc(NC2=NC(C)(CO)CS2)cc1 (configuration not stated)	-3	6	-1%	15	-1%	1	-2.6%	-1%	-6

The whole of this part, repeating the preview:
SMILES	LDHA block	D1 agonist	GRP78 ERSR act	D1 antag	Vif-A3G inh	D1 PAM	RXFP1 agonist	Vif-A3F inh	D2 potentiator
O=C(CSC1=NCCS1)Nc1ccc(S(=O)(=O)N2CCCCCC2)cc1	-8	14	3%	-25	0%	-14	0.0%	-3%	-4
COc1ccc(NC2=NC(C)(CO)CS2)cc1 (configuration not stated)	-3	6	-1%	15	-1%	1	-2.6%	-1%	-6
CCOC(=O)N1CCC(N2CCN(S(=O)(=O)c3ccc([N+](=O)[O-])cc3)CC2)CC1	-4	11	-1%	-21	6%	-3	2.3%	1%	3
C[C@H](NC(=O)c1ccco1)C(=O)Nc1nc(-c2ccccn2)cs1	6	/	-3%	/	-1%	/	/	0%	/
O=C(c1ccc2c(Cl)c3c(nc2c1)CCCC3)N1CCN(c2ccc(F)cc2)CC1	-11	-1	0%	42	-4%	2	2.6%	-10%	3
Cc1n[nH]c(C)c1S(=O)(=O)N1CCCC(C(=O)NCc2ccccc2Cl)C1 (configuration not stated)	-2	4	1%	-3	0%	-3	0.3%	3%	-5
Cc1ncc(CO)c2cc(C(=O)Nc3cccc(F)c3)c(=Nc3cccc(C(N)=O)c3)oc12	-2	1	-1%	0	1%	2	-3.8%	-10%	4
COc1ccc(OC)c(CNC(=O)C2CCN(S(=O)(=O)N3CCCC3)CC2)c1	-3	3	-1%	-4	1%	6	0.3%	-7%	2
Fc1ccccc1NC(=S)N1CCCCC1	-2	-1	1%	8	0%	-1	-0.1%	-4%	1
O=C(c1cc2ccccc2o1)N1CCN(S(=O)(=O)c2c(F)cccc2F)CC1	-8	2	0%	7	0%	-3	2.0%	0%	6
CCCC(C)Sc1nc2c([nH]1)c(=S)n(C)c(=O)n2C (configuration not stated)	3	/	-2%	/	1%	/	/	-1%	/
O=C1CSC(c2ccco2)N1 (configuration not stated)	3	3	-3%	-4	1%	2	2.6%	-5%	-3
Cc1ccc(NC(=O)CCC(=O)N2Cc3ccccc3Oc3ncccc32)cc1Cl	-3	9	-2%	-2	-2%	0	-0.7%	-3%	-10
CCOc1ccc(N2C(=O)CC(NCCc3ccncc3)C2=O)cc1 (configuration not stated)	-1	0	-4%	-17	3%	1	1.6%	-3%	-4
O=C(Nc1cccc(C(=O)OCc2cc(=O)n3c4c(sc3n2)CCCC4)c1)c1ccccc1	-7	-1	3%	-7	-2%	2	2.0%	-17%	3
COc1ccccc1NS(=O)(=O)c1cccc(C(=O)NCC(c2ccco2)N(C)C)c1 (configuration not stated)	0	5	0%	-12	-1%	-3	-0.3%	8%	-21
c1ccc(Nc2nc3ccccc3n3cnnc23)cc1	3	0	2%	12	0%	0	9.7%	9%	13
CC(=O)N1CCN(c2ccc(Nc3nc(C)nc4c3oc3ccccc34)cc2)CC1	0	1	-1%	5	1%	-1	0.2%	10%	/
CN(C)C=Nc1ccc([N+](=O)[O-])c2ccccc12	-12	/	0%	/	-4%	/	/	2%	/
O=C(Nc1cccnc1)c1c(F)cccc1F	-12	1	-3%	-8	4%	-5	-0.2%	-3%	-12
CSc1nc2ccc(NC(=O)c3cccs3)cc2s1	-2	/	8%	/	-13%	/	/	0%	/
Cc1cc(C)n2nc(CNS(=O)(=O)c3ccc(F)cc3)nc2n1	-2&1	1&1	0%&-2%	-7&-16	5%&4%	-10&-3	5.2%&2.0%	0%&0%	2&6
COc1ccccc1/C=C(/C(=O)OCC(=O)Nc1cc(C)ccc1C)c1ccccc1	-4	2	-4%	-24	3%	6	1.6%	9%	16
COc1ccccc1N1CCN(C2CCN(C(=O)c3cccc(F)c3)CC2)CC1	-32*	0	-3%	-5	0%	1	1.1%	-14%	-6
OCCC1CN(CC2CCCCC2)CCN1CC1CCCCC1 (configuration not stated)	-5	4	-3%	10	1%	-2	-0.6%	-6%	-20
SMILES	LDHA block	D1 agonist	GRP78 ERSR act	D1 antag	Vif-A3G inh	D1 PAM	RXFP1 agonist	Vif-A3F inh	D2 potentiator
Cc1ccc(NC(=O)CSCC(=O)NNC(=O)c2nn(C)c(=O)c3ccccc23)cc1	-6	2	-3%	3	1%	2	0.3%	2%	-4
CC(=O)c1ccc(S(=O)(=O)N2CCN(C(=O)c3ccc(-n4nc(C)c(Cl)c4C)cc3)CC2)cc1	-5	9	-5%	5	3%	-2	-2.8%	2%	-1
COc1cccc(-n2c(SC3CCOC3=O)nc3ccccc3c2=O)c1 (configuration not stated)	-9	-1	-3%	-6	3%	-3	-1.8%	-1%	-11
O=C(Oc1nsnc1N1CCOCC1)N1CCCCC1	-1	/	-2%	/	-4%	/	/	0%	/
C/C(=N/NS(=O)(=O)c1ccc(C)cc1)c1c(O)c2ccccc2oc1=O	-4	1	-1%	-14	0%	-5	-1.2%	4%	-8
COc1ccc(CCc2nnc(CCC(=O)NCc3cnn(-c4ccccc4C)c3)o2)cc1	-3	2	2%	6	-11%	-5	-0.3%	1%	-7
COC(=O)c1ccc(CSc2nc(C)nc3sc(C)c(C)c23)o1	-7	2	-3%	-9	0%	-1	1.1%	-6%	17
COc1cc(S(=O)(=O)N(Cc2ccccn2)Cc2ccccc2Cl)ccc1-n1cnnn1	-4	3	-3%	-24	0%	-6	1.7%	-5%	-13
CCN(CC)C(=O)c1[nH]cnc1C(=O)N[C@@H](Cc1ccccc1)C(=O)OCc1ccccc1	-3	0	-4%	3	-3%	-2	2.6%	-2%	-4
CCOc1cc(NC(=O)c2ccccn2)c(OCC)cc1NC(=O)c1ccccc1	-5	-1	-6%	0	0%	4	0.1%	15%	12
COc1ccccc1CNC(=O)c1cc(C(C)=O)c[nH]1	-10	2	1%	7	0%	-2	0.2%	-1%	-5
Cc1ccc(S(=O)(=O)N2CCN(C(=O)COC(=O)COc3ccc(Cl)cc3)CC2)c(C)c1	-11	/	-1%	/	-1%	/	/	-13%	/
Cc1ccc(S(=O)(=O)N2CCN(C(=O)c3c(C)nn(-c4ccccc4)c3Cl)CC2)cc1	-14	-1	0%	-16	-7%	-1	-0.9%	-2%	-26
COC(=O)CCN(c1ccccc1)S(=O)(=O)c1cc(-c2cc(C)no2)ccc1C	-7	6	-7%	-5	3%	-6	-3.9%	-25%	18
CCOC(=O)c1cnc(Nc2ccc(OCC)cc2)nc1C	-4	2	1%	-1	-6%	5	2.0%	-11%	2
CC(=O)N1CCN(C(=O)CCc2c[nH]c3ccccc23)CC1	-3	0	-5%	-34*	2%	-12	-0.7%	3%	0
C=CCN1CCN(C(=O)c2cc3c(s2)CCC(CC)C3)CC1 (configuration not stated)	-1	2	6%	-8	-2%	-1	-0.2%	1%	-17
Cc1ccc(CCNC(=O)CCCn2c(=O)c3ccccc3n(CC(=O)Nc3cc(Cl)ccc3C)c2=O)cc1	-1	-2	0%	-8	2%	0	5.0%	-17%	1
COc1ccc(OCC(O)CN2CCN(c3ccc(OC)cc3)CC2)cc1 (configuration not stated)	3	0	-6%	-15	-3%	9	2.7%	-11%	8
CSc1ccc(CN(C)CCc2ccccn2)cc1	-25	2	3%	14	3%	-4	2.6%	0%	19
O=c1nc2n(c3ncccc13)CCC2	-7	2	-4%	-11	2%	-3	5.9%	-12%	2
CCOC(=O)c1cc(C)[nH]c(=O)c1C#N	-1	1	-2%	-8	-3%	0	4.2%	-16%	7
COc1cc(/C=N/Nc2ccc(C(F)(F)F)cn2)cc(OC)c1O	9	2	-3%	-4	1%	-10	0.2%	-10%	9
CCC(=O)N1CCc2cc(Br)cc(S(=O)(=O)N3CCCC(C(=O)NCc4ccccc4)C3)c21 (configuration not stated)	-2	1	0%	7	2%	-2	3.2%	0%	-3
c1ccc(-c2ccc3c(c2)c2c4n3CCN=C4CCC2)cc1	2	3	-3%	5	-9%	1	3.5%	-12%	-6
SMILES	LDHA block	D1 agonist	GRP78 ERSR act	D1 antag	Vif-A3G inh	D1 PAM	RXFP1 agonist	Vif-A3F inh	D2 potentiator
Cc1ccc(SCC(=O)NC2CC2)cc1	-1	-1	-1%	-5	-2%	-1	3.8%	-5%	-1
Cc1cc(NC(=O)CSc2nc(C3CC3)nc3sc(C)c(C)c23)no1	1	1	-2%	-18	-26%	-15	12%	-18%	4
CN(C)Cc1c(O)ccc2c(=O)c(-c3ccc(Cl)cc3)coc12	-6	3	2%	5	1%	-6	1.3%	-3%	18
CSc1nnc2c3cc(F)ccc3n(Cc3ccccc3)c2n1	-11	2	-1%	-15	-2%	-3	1.0%	-1%	7
CCc1nc2nc(C)c(NS(=O)(=O)c3ccc(F)c(C)c3)c(=O)n2[nH]1	-4	2	-1%	14	2%	1	2.7%	1%	-1
COc1ccccc1Nc1nn2c(=O)c3ccc(C(=O)NC4CCC(C)CC4)cc3nc2s1 (configuration not stated)	-1	2	-1%	-7	0%	-1	8.6%	5%	4
O=C(CCc1nc2ccccc2s1)OCc1ccccc1	1	1	2%	-4	0%	-3	1.1%	-9%	13
COc1ccc(C2NC(=O)N(C)C3=C2C(=O)N(c2cccc(C(=O)O)c2)C3)cc1 (configuration not stated)	1	-1	-1%	3	3%	-3	-1.1%	-2%	3
CC(Oc1ccc(Cl)cc1Cl)c1nc(-c2ccc(NC(=O)c3ccncc3)cc2)no1 (configuration not stated)	0	0	-7%	15	-6%	1	-1.6%	1%	8
O=c1[nH]c(C2CCN(S(=O)(=O)c3ccc4c(c3)OCCO4)CC2)nc2c1nnn2Cc1cccc(F)c1	0	5	-4%	6	7%	-4	1.9%	4%	6
O=C(CCc1ccccc1)N/N=C/c1cc(Br)ccc1O	-1	29	-4%	-43*	2%	-3	3.8%	4%	5
CSc1nnc(-c2ccc(NC(N)=S)cc2)o1	-4	4	1%	-5	-2%	-3	1.7%	-1%	/
COc1cccc(-c2ccc(-c3noc(-c4cccs4)n3)c(OC)n2)c1	-38*	-1	5%	-1	-6%	-3	0.7%	-4%	17
